Bioassay records from PubChem.
Neddyl block: inhibitors of human cullin neddylation; calls only at 25 µM; TR-FRET cullin neddylation, biochemical; P61081+Q13564; hit rate 0.58% among 360,000; in the data active means inhibition above about 36%
DNMT1 inh: inhibitors of human DNMT1; P26358; inhibition (reported as % activation of signal), % at 10 µM; hit rate 0.83% among 360,000; DNMT1 molecular beacon, Hinp1I cleavage, fluorescence; in the data active means inhibition above about 50%
Target sequence (P26358 504-1616 limits assumed): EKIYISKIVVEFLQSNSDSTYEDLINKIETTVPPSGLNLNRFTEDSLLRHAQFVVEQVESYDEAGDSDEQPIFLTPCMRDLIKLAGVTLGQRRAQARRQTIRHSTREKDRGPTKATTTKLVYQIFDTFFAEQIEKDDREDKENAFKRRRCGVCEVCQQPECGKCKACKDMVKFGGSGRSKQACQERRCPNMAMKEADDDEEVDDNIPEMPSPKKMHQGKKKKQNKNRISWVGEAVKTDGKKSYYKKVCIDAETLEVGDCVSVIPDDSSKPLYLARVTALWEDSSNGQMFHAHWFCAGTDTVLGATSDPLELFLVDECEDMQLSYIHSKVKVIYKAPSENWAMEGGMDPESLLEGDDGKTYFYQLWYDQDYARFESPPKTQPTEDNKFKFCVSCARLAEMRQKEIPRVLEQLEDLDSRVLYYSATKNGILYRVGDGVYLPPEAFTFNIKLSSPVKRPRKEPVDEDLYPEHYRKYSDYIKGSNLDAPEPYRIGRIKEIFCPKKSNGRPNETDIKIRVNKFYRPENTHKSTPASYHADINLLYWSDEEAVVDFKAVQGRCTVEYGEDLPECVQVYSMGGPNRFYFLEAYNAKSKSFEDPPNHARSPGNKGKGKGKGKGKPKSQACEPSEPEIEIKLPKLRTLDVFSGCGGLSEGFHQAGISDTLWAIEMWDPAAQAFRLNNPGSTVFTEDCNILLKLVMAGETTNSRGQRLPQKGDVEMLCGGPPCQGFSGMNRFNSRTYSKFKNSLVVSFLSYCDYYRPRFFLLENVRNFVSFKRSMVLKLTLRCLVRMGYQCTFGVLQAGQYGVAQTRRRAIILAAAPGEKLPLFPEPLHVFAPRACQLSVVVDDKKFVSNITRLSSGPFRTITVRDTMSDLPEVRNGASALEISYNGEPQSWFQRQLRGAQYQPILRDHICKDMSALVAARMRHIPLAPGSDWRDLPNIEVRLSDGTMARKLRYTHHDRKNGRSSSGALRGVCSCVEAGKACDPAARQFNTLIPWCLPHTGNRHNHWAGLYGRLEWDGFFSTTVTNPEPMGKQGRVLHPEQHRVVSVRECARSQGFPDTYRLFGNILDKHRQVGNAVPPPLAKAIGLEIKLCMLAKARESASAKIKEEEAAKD
NadD block: NadD (S. aureus) enzyme inhibition | purified NadD enzyme, colorimetric absorbance read-out | hit rate 0.78% among 360,000 | inhibition, % at 20 µM; in the data active means inhibition above about 26%; further: some compounds past the cut are filed as inactive
TbMetRS inhib: blocks T. brucei methionyl-tRNA synthetase activity. purified T. brucei MetRS, ATP depletion, Kinase-Glo luminescence. inhibition, % at 11.9 µM. hit rate 0.4% among 360,000;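 active means inhibition above a per-plate cutoff of the control wells' mean inhibition plus 3 SD, cut at about 5.5% in these data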;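 further: 0% = DMSO wells median and 100% = median of wells with control inhibitor compound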
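Dosing: 11.9 µM single point; system: parasite MetRS enzyme; technique: luminescence of leftover ATP; times: 15 min enzyme-compound preincubation, 2 h reaction, 10 min detection, 25 °C; replicates: each compound tested once; read-out basis: percent inhibition relative to median high and low control wells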
CendR NRP1 mod: NRP-1/CendR interaction modulation; hit rate 0.85% among 360,000; O14786; inhibition, % at 25 µM; FAM-RPARPAR peptide binding to NRP-1, fluorescence polarization; AID 602438;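 active means inhibition or corrected inhibition above about 18%, plus a signal ratio from 0.5 to 1.5, limit read from the data, passing the limit was not always enough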; further: strong numbers were not always called active
LMPTP inh: blocks human LMPTP phosphatase. P24666. recombinant LMPTP-A, OMFP fluorogenic substrate, fluorescence intensity. inhibition, % at 20 µM. hit rate 0.22% among 360,000;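 active means compounds that cut the enzyme signal by at least half of the control window in the single-dose screen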;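 further: plate controls were DMSO wells with enzyme plus substrate for no effect and substrate without enzyme for full effect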
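Test system – LMPTP-A enzyme · Amount – LMPTP-A at 0.625 nM final in the reaction · Buffer or medium – Bis-Tris pH 6.0, DTT, detergent · Reagent – OMFP 400 µM · Doses – single 20 µM dose · Schedule – reaction 50 min, room temperature, dark · Detection – fluorescence intensity of OMFP turnover product · Evaluation – percent inhibition versus substrate-only and uninhibited controls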
SUMO1 PPI mod: SUMO1-SIM interaction modulation; P63165; SUMO1 binding to a labelled peptide, TR-FRET, 1 h; inhibition, % at 20 µM; hit rate 0.33% among 360,000; AID 602429; in the data active means inhibition above about 37%
Scp-1 inhibitor: inhibitors of human Scp-1 phosphatase | AID 493091 | hit rate 0.88% among 340,000 | Recombinant Scp1, phosphopeptide, malachite green phosphate absorbance | inhibition, % at 20 µM | Q9GZU7;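 active means inhibition above about 50% at 20 µM, limit read from the data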;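 further: plate controls were DMSO wells with enzyme for no effect and wells lacking enzyme for full effect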
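Test system – truncated SCP-1 phosphatase (76-261aa) · Reagent – Phosphorylated 17-residue peptide substrate · Incubation – 45 min room-temperature reaction, 5 min colour, 30 min stabiliser · Detection – colorimetric phosphate reagent with accelerator and stabiliser, absorbance at 630 nm · Measure – % inhibition at 20 µM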
SKN-1 inh: blocks SKN-1 activity in C. elegans. hit rate 0.49% among 360,000. inhibition, % at 21.8 µM. C. elegans VP596 Pgst-4::GFP/RFP ratio, acrylamide-induced, 24 h. AID 624304;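 active means interference check ratio from 0.5 to 1.5 plus GFP to RFP signal ratio inhibition reaching or exceeding a fixed threshold, cut at about 30% in these data, passing the limit was not always enough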; further: some compounds called inactive have numbers as strong as hits
STEP block: STEP (human) phosphatase inhibition; AID 588621; hit rate 0.25% among 360,000; inhibition, % at 20 µM; recombinant STEP, OMFP fluorogenic substrate, fluorescence; P54829;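 active means inhibition at 20 µM, scaled per plate between control wells, above about 37%, limit read from the data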;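 further: 0% = DMSO with enzyme and substrate and 100% = substrate only without enzyme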
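Measure: Control-normalized % inhibition with plate pattern correction | Test system: STEP phosphatase, cell-free reaction | Medium: pH 6.0 Bis-Tris with DTT and Tween 20 | Technique: Fluorescence, 480/540 nm | Times: Reaction 20 min, ambient temperature | Doses: Single compound dose of 20 µM, 1% DMSO final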
Numbers without * were called inactive; i = inactive; x = no result given.

SMILES	Neddyl block	DNMT1 inh	NadD block	TbMetRS inhib	CendR NRP1 mod	LMPTP inh	SUMO1 PPI mod	Scp-1 inhibitor	SKN-1 inh	STEP block
CC1CCCN(c2ncnc3c2cnn3-c2ccc(Cl)cc2)C1 (centres undefined)	i	6.5	0.6	-0.1	0.1	1.5	2.8	0.3	-1.0	-2.1
Cc1ccc(-c2nnc(SCC(=O)NNC(=O)COc3cccc(C)c3)n2C)cc1	i	1.6	-0.8	-0.5	-5.5	-0.8	0.2	-2.7	4.7	-1.3
CN(C)c1ccc(-c2nnc(-c3ccccc3F)o2)cc1	x	-2.9	-0.8	0.4	6.3	1.9	-0.9	0.8	0.6	1.7
COCCCNC(=O)Cn1nc(-c2ccc(C)cc2)ccc1=O	i	10.5	-1.7	-1.1	3.6	-0.8	-15.8	3.1	-6.8	-3.0
O=C(C(=O)N1CCc2ccccc2C1)c1c[nH]c2ccccc12	i	-1.1	-8.4	3.5	2.6	-0.7	0.4	-4.7	15.7	-0.6
CC(=O)Nc1nonc1-c1nc2ccccc2n1Cc1nnc(C)o1	x	2.1	6.0	-0.4	-7.0	-1.8	3.4	-7.0	-17.8	1.3
CCCc1nc2ccc(Br)cn2c1Cc1ccccc1	i	3.8	6.4	-0.8	-22.0	2.1	-7.7	x	0.6	0.6
CCOc1cnc(-c2c(-c3ccccc3Cl)noc2C)o1	i	0.3	-6.0	-0.2	0.3	0.9	0.1	-7.3	-1.2	-0.3
CCN(CC)CCCNC(=O)c1nn(-c2ccccc2OC)c(=O)c2ccccc12	i	3.6	-6.8	-0.7	-0.3	0.0	0.0	-9.6	22.3	0.2
COc1ccccc1C(=O)N1CCN(Cc2cn[nH]c2-c2ccc(F)cc2F)CC1	i	7.4	-0.5	-0.6	-27.0	-1.2	7.3	-5.1	2.6	-3.3
Cc1cccc(Nc2nc3ccccc3s2)c1C	i	-1.0	-4.3	0.5	-19.2	1.2	-3.0	-2.7	8.2	0.8
CCC(=O)Nc1cc2c(cc1C(=O)CC)OCCO2	i	-1.1	-7.6	0.1	-0.6	1.9	-1.1	-1.9	7.4	4.7
Cc1ccccc1NS(=O)(=O)c1ccc(C(=O)N2CCC2)cc1	i	0.0	-1.3	-0.4	2.1	-0.4	-5.1	-7.6	8.9	-0.8
O=C1Nc2cc(Br)ccc2C1(O)c1ccccc1O (centres undefined)	i	2.0	-4.2	0.6	3.7	-0.4	-4.3	-12.3	-9.5	0.8
CN(C(=O)c1cccc(NC(=O)Cc2cccc(NC(=O)C3CCN(C(=O)C4CC4)CC3)c2)c1)C1CC1	i	1.9	-3.2	0.3	-5.6	0.4	-0.2	-10.9	16.1	-2.2
CCn1cnc2scc(-c3ccc(OC)cc3)c2c1=O	i	-5.3	-8.1	-0.5	-6.3	-0.2	8.6	-5.1	14.7	-0.2
NS(=O)(=O)c1ccc(NC(=O)Nc2cccc3ccccc23)cc1	i	-3.3	-4.2	-0.3	3.0	1.0	0.8	-2.0	-17.2	1.2
NC(=NCCc1c[nH]c2ccccc12)NS(=O)(=O)c1ccc2ccccc2c1	i	-8.8	-7.0	-0.3	2.1	1.3	-4.4	-2.7	-3.5	-1.7
O=[N+]([O-])c1ccccc1-c1cc(-c2cc(Cl)ccc2O)n[nH]1	i	-24.4	-1.1	0.0	3.0	3.9	21.6	-16.6	8.0	-4.0
COc1ccc(C2=NOC(Cn3nc(-c4ccccc4)cc3C(=O)NCc3cccs3)C2)cc1 (centres undefined)	i	-9.4	-2.4	-0.3	7.5	1.1	-3.0	-14.5	-19.3	2.8
O=C(Cn1c(=O)n(CC2CCCO2)c(=O)c2ccccc21)c1ccccc1 (centres undefined)	i	-3.4	3.1	-0.5	-4.4	1.2	-0.3	-11.2	15.4	-2.2
C/C(=N\NC(=S)NC(C)C)c1ccccc1OC(F)F	i	-1.4	-1.9	-0.6	0.0	-0.8	-1.5	-7.4	7.7	3.3
Cn1nc(C(=O)Nc2ccc(S(=O)(=O)N3CCOCC3)cc2)c2ccccc2c1=O	i	-1.2	3.4	-0.2	7.2	0.6	-6.4	-8.8	0.9	1.6
O=C(NNC(=S)Nc1ccc(F)cc1F)c1ccco1	i	-0.2	-2.6	-0.4	-5.2	-1.1	-1.4	-10.5	8.4	-1.9
Cc1ccccc1-c1nc(C#N)c(NCc2ccco2)o1	i	2.0	-3.4	-0.3	-10.0	-0.5	1.2	-5.6	8.1	0.3

Continued.
SMILES	Neddyl block	DNMT1 inh	NadD block	TbMetRS inhib	CendR NRP1 mod	LMPTP inh	SUMO1 PPI mod	Scp-1 inhibitor	SKN-1 inh	STEP block
Cc1ccc(-c2nn(-c3ccccc3)cc2CN(Cc2ccccc2)C(=O)CCC(=O)O)o1	i	-2.0	3.1	-0.2	-11.3	-0.4	10.7	-7.3	-1.6	2.3
O=C(O)COc1c(Cl)cc(/C=C2\NC(=O)NC2=O)cc1Br	i	2.2	2.2	-0.4	3.6	-7.2	-11.5	-2.7	0.1	1.9
CN(C(=O)Nc1ccc(S(=O)(=O)N(C)C)cc1)C1CCCCC1	i	-0.8	-4.9	0.3	5.8	0.6	-0.3	-2.3	21.9	2.3
Cc1cccc(NC(=O)c2ccccc2NC(=O)C(C)(C)C)n1	i	-0.9	1.0	-0.8	2.0	1.7	-1.4	6.8	-23.2	-3.0
O=C(Cc1ccccc1)Nc1ccccc1N1CCOCC1	i	2.6	-2.4	-1.2	-1.9	-2.3	-10.2	-13.9	-6.6	-0.7
COC(=O)c1sccc1NC(=S)N1CCC(C(N)=O)CC1	i	-0.5	-6.0	1.3	-3.7	-0.9	-0.8	0.2	-10.5	7.1
CCN(CC)S(=O)(=O)c1ccc(NC(=O)C(OC)c2ccccc2)cc1 (centres undefined)	i	0.4	-0.2	-0.3	-10.0	-0.6	2.8	13.7	9.6	2.2
CCCC(=O)NC(c1ccc(C)cc1)c1ccc2cccnc2c1O (centres undefined)	i	-1.2	0.9	-0.4	-14.1	4.6	-8.4	-12.1	12.9	0.9
O=C(Nc1ccc2c(c1)OCO2)C1CC(=O)N(c2cccc(Cl)c2)C1 (centres undefined)	i	-1.0	-4.8	-0.1	-7.2	-0.1	-2.3	-2.0	-2.7	1.7
FC(F)(F)C1=CC(c2ccc(Cl)cc2)=NCCN1	i	-2.9	-9.6	-1.5	-2.1	-2.7	-8.6	-12.3	36.1*	4.4
CC(=O)N1CCN(CC(O)COc2ccc(OCc3ccccc3)cc2)CC1 (centres undefined)	i	-0.9	4.7	-0.8	7.5	0.6	-2.5	1.7	5.4	-7.1
Cc1c(NC(=O)CSc2nc(-c3ccco3)cc(C(F)(F)F)n2)c(=O)n(-c2ccccc2)n1C	i	3.5	1.7	0.1	2.7	0.1	-4.9	-1.9	4.0	-2.7
COCCCn1c2nc3ccccc3nc2c2c(=O)n(Cc3ccc(Cl)cc3)cnc21	i	-5.9	2.6	0.1	-12.4	3.0	-19.0	-1.8	7.1	3.6
Nc1ccc2nc(N3CCOCC3)sc2c1	i	-10.2	-0.5	-0.7	-5.1	0.2	-3.2	-3.3	-0.7	-0.5
OC(c1ccccc1)(c1nc(/C=C/c2ccccc2)cs1)C(F)(F)F (centres undefined)	i	-13.2	-2.5	-0.4	3.1	4.2	-2.7	x	17.4	-4.5
CC(=O)c1ccc(-c2ccc(C(=O)NCC3CCCO3)o2)cc1 (centres undefined)	x	2.3	-1.4	-0.2	-8.0	-0.3	-25.4	-0.8	3.4	-1.9
CN(C)c1nc(N)nc(CSc2nnnn2-c2ccc(Cl)cc2)n1	i	-0.4	-0.8	0.8	-10.2	-0.5	1.4	x	30.7	-0.1
Cc1ccc(-c2csc(N3CCN(c4cc5c(cc4Cl)nc(-c4ccncc4)n5CCOCCO)CC3)n2)cc1	x	-38.8	-0.5	-0.5	-5.8	-1.2	2.6	4.0	2.9	2.3
CCOC(=O)Cc1csc(NC(=O)Nc2ccccc2)n1	i	-2.2	-1.8	1.6	0.3	0.2	5.4	-7.6	10.4	-0.6
COc1ccc(S(=O)(=O)N(CCCN2CCCC2=O)Cc2cc3c(C)ccc(C)c3[nH]c2=O)cc1	i	-3.6	-4.5	0.5	-0.6	0.9	-0.4	-1.2	-9.0	-1.4
O=C(NNC(=O)C1CC1)c1cc(Cl)nc2ccccc12	x	-0.3	-0.3	-0.2	12.1	0.5	0.8	-4.6	6.5	-0.1
Cc1nn(CC(=O)NC2CCCCC2)c(=O)c2cccn12	i	-1.1	-5.3	-0.5	-2.9	-0.5	0.0	-5.1	-2.2	-3.5
N#Cc1cccc(NC(=O)c2cc(C3CCCCN3S(=O)(=O)c3ccccc3)on2)c1 (centres undefined)	i	4.3	-2.9	-0.5	-4.4	0.1	-0.8	x	15.2	-0.8
Cc1nn(CC(=O)N2CCN(C34CC5CC(CC(C5)C3)C4)CC2)c(C)c1[N+](=O)[O-]	i	-1.1	-10.0	0.2	0.4	-1.1	0.3	-4.8	21.7	0.0
Cc1nnc(NC(=O)C2CCCC2)s1	i	1.2	0.2	-0.2	-10.5	-0.7	4.6	1.0	13.4	-1.4
C[C@H](CO)N1C[C@H](C)[C@@H](CN(C)Cc2ccc(Cl)c(Cl)c2)Oc2c(NC(=O)c3ccncc3)cccc2C1=O	i	3.9	-4.6	-0.3	6.9	-0.7	5.6	54.4*	2.5	3.2
Cc1nc2sc(C(c3cccs3)N3CCN(c4cccc(Cl)c4)CC3)c(O)n2n1 (centres undefined)	i	-3.2	-1.0	-0.6	-2.2	0.0	-9.8	-6.5	-15.3	5.1
O=C(Nc1ccccc1O)c1ccc(Cl)cc1	i	-0.3	4.4	-0.1	-16.0	-0.4	1.2	-6.0	28.6	-3.0
FCCCOc1ccc(-c2nccc(-c3ccc(Cl)cc3)n2)cc1	i	-10.1	-0.7	0.1	-5.4	1.6	-4.6	-1.2	15.7	1.7
CCOC(=O)CSc1nc(C)cc(C)c1C#N	i	1.6	-6.5	-1.4	-10.0	-0.2	-0.3	2.9	-9.2	2.6
